# Screening results (PubChem)
# EPAC1 agonist = activates human EPAC1 exchange factor | O95398 | EPAC1 agonist qHTS, biochemical assay; response scale: 100% = response to 6.5 mM cAMP | Potency, µM (top dose mostly 154 µM), for the others: at the highest dose activation, actives largely listed as activators | actives 0.073% (n = 360,000); note: potency is the fitted concentration of half-maximal effect; nearly all actives have a fitted effect of over 60% in size
# Target sequence (O95398 whole entry, looked up): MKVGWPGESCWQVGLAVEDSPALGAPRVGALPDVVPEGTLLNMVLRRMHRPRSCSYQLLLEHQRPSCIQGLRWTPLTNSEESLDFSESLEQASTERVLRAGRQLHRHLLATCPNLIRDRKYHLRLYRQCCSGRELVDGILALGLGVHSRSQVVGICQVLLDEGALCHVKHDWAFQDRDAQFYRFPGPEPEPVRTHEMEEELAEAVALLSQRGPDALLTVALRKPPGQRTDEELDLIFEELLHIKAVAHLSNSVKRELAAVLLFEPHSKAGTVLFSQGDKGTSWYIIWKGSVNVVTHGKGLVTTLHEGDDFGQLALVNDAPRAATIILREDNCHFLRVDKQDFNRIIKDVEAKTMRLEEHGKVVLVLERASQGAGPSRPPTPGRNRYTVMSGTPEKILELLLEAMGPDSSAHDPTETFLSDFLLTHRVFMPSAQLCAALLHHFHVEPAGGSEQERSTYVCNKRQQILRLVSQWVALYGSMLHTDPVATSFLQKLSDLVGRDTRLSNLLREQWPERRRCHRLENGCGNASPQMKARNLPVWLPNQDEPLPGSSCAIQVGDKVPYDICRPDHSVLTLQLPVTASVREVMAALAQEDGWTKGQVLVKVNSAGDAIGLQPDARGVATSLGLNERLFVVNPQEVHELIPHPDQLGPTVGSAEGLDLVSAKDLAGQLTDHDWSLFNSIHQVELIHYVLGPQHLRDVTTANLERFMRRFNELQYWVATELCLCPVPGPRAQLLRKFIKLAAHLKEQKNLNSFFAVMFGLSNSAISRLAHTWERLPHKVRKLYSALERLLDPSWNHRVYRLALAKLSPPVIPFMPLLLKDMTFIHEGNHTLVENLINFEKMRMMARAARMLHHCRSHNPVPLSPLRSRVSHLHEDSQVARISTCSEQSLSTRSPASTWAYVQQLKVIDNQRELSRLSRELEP
#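 Multi-concentration qHTS readout: loss of Rap1B-bound BODIPY-GDP fluorescence driven by 100 nM EPAC1 with excess GDP (50 uM), monitored kinetically at room temperature; agonist response expressed relative to 6.5 mM cAMP.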
# Mm-Cpn inhibitor = M. maripaludis TRiC chaperonin inhibition | purified Mm-Cpn ATPase, ADP Transcreener TR-FRET | Potency, µM (titrated, usually from 76.9 µM), for inactives: top-dose activity, negative = inhibition, usual class: inhibitors | actives 0.031% (n = 330,000) | AID 504842; note: potency is the fitted concentration of half-maximal effect; % is set by controls: 0 for no effect and ±100 for the full control effect; nearly all actives have a fitted effect of over 80% in size
#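 TR-FRET (320 nm excitation; 590 and 665 nm emission) reports ADP made from 10 uM ATP by 25 nM enzyme; compounds were preincubated 10 min, reaction run 30 min, both at 37°C.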
# CCT chaperon mod = changes cytosolic chaperonin activity; purified chaperonin ATPase assay, HTRF ADP detection, 30 min; activity change, % (no concentration beside the values), hits read low; actives 0.3% (n = 360,000); in the data active = activity change below about -30%; note: % is set by controls: 0 for no effect and ±100 for the full control effect
#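 First, chaperonin was dispensed at 40 nM or 20 nM final depending on batch activity. Next, compounds were pinned at 76 uM and ATP added at 10 uM. After 30 min at 37 °C, ADP detection reagents ran 30 min at ambient temperature.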
# EPAC1 antag = EPAC1 (human) antagonism; O95398; EPAC1 GEF assay, Rap1b-BODIPY-GDP exchange fluorescence; Potency, µM (doses to about 115 µM), inactives show top-dose activity change, negative = inhibition, usual class: inhibitors; actives 0.14% (n = 360,000);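 note: potency is the fitted concentration of half-maximal effect; plate controls were vehicle for no effect and positive control for full effect; nearly all actives have a fitted effect of over 50% in size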
# PLK1 PBD inh = PLK1 (human) polo-box domain binding inhibition. Plk1 PBD binding of FITC phosphopeptide, fluorescence polarization. Potency, µM, inactives show max response, negative = inhibition, most hits filed as inhibitors. actives 2.8% (n = 360,000). AID 720504; note: potency is the fitted concentration of half-maximal effect; series mostly up to about 57 µM; % is set by controls: 0 for no effect and ±100 for the full control effect; nearly all actives have a fitted effect of over 65% in size
# EPAC2 antagonist = blocks human EPAC2 exchange factor; actives 0.18% (n = 360,000); Q8WZA2; EPAC2 GEF exchange of Rap1B-BODIPY-GDP, fluorescence; Potency, µM (doses to about 114 µM), for the others: at the top dose activity, negative = inhibition, hits mostly inhibitors; note: potency is the fitted concentration of half-maximal effect; % is set by controls: 0 for no effect and ±100 for the full control effect; nearly all actives have a fitted effect of over 45% in size; many of its hits are not listed in these tables
# WRN helicase inh = WRN helicase (human) inhibition. WRN helicase unwinding, fluorescent forked duplex, kinetic. Potency, µM (titrated, usually from 114 µM), without a hit: at the top dose activity change, negative = inhibition, most hits filed as inhibitors. actives 0.46% (n = 360,000); note: potency is the fitted concentration of half-maximal effect; % is set by controls: 0 for no effect and ±100 for the full control effect; nearly all actives have a fitted effect of over 55% in size
#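 Screening of the MLSMR collection measured strand separation of a quenched forked DNA duplex (100 nM) by 20 nM WRN with 2 mM ATP, all final. Compounds were preincubated with enzyme 15 min at room temperature.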
# PI5P4Ka inh = PI5P4K alpha (human) kinase inhibition; actives 1.2% (n = 330,000); max response, %; PI5P4Kalpha enzyme, ADP-Glo luminescence, 60 min; active compounds read low; P48426; active = max response of -50% or lower; inconclusive = between -30% and -50%; inactive = -30% or higher; note: value at the top dose of about 77 µM; % is set by controls: 0 for no effect and ±100 for the full control effect
#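 ADP-Glo luminescence end-point after a 60 min room-temperature kinase reaction. PI5P4Kalpha and substrate in HEPES pH 7.4 buffer with EGTA, 0.1% CHAPS and 5% DMSO; ATP at 5 microM final.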
# * marks the source's active call; other numbers are inactive results; ? = inconclusive; . = no result given; [ ] = dose if it differs, or a comment. Unless noted, calls come from the whole dose curve; as a rule, active = well fitted curve in the direction sought with a large enough effect; inconclusive = small, poorly fitted or top-dose-only effect, or another doubt; inactive = no such curve, though single readings can be large; an effect the other way counts as inactive or inconclusive. This is a subset (hit frequency here may not be typical).
EPAC1 agonist	Mm-Cpn inhibitor	CCT chaperon mod	EPAC1 antag	PLK1 PBD inh	structure	EPAC2 antagonist	WRN helicase inh	PI5P4Ka inh
-1%	3%	-2.6	8%	-13%	Cc1ccc(C)c(S(=O)(=O)Nc2cc(C)on2)c1	-1%	5%	0
-12%	1%	-0.4	14%	-12%	Cc1ccc(NC(=O)CCC(=O)NNC(=O)c2ccco2)cc1C	7%	5%	.
1%	1%	0.2	-1%	-22%	CC(C)(C)C1CCC(=NNC(=O)C(=O)NCc2cccnc2)CC1 (centres undefined)	11%	-6%	1
3%	2%	0.5	23%	-5%	O=C(c1ccccc1)N1CCN(C(=O)c2nn3c(C(F)(F)F)cc(-c4ccco4)nc3c2Cl)CC1	-1%	18%	1
0%	-1%	-1.5	0%	-9%	O=C1Nc2ccccc2C(O)(C(=O)NCc2ccc3c(c2)OCO3)N1c1ccccc1 (centres undefined)	-2%	1%	7
9%	2%	-0.5	-12%	-8%	CC(Sc1nnc(-c2ccco2)o1)C(=O)Nc1ccc(OC(F)F)cc1 (centres undefined)	10%	3%	-4
-6%	-2%	0.1	-2%	1%	COc1ccc(NC(=O)COc2ccc(/C=N/NC(=O)c3cccnc3)cc2OC)cc1	3%	8%	2
6%	0%	-9.1	-3%	-2%	CCS(=O)(=O)c1nc2ccccc2n1Cc1ccccn1	1%	1%	1
-3%	2%	0.9	0%	-11%	O=C(CCS(=O)(=O)c1ccccc1)NC12CC3CC(CC(C3)C1)C2	-10%	-6%	3
2%	-1%	1.9	-8%	7%	C#CCOCCOCCOCCNc1nc(N2CCOCC2)nc(N2CCN(C(=O)CCCCCCCCCCNC(=O)[C@@H]([C@H](C)CC)n3cc(CCCCCN)nn3)CC2)n1	6%	-4%	-6
1%	4%	0.6	5%	1%	O=C(CSC(=S)N1CCOCC1)Nc1ncc2c(n1)CCCC2=O	0%	2%	-2
-4%	0%	-3.0	-13%	-14%	CCC(C)(C)C1CCc2[nH]nc(C(=O)NC(C)C)c2C1 (centres undefined)	13%	3%	1
-7%	.	-3.3	1%	2%	CC(C)CN(CC(C)C)c1nn[nH]n1	11%	9%	0
-11%	-1%	-2.0	7%	-2%	COc1ccc(NC(=O)c2ccc(NC(=O)c3ccco3)cc2)c(OC)c1	0%	5%	1
-6%	0%	-1.3	?	-13%	COc1cccc(C(=O)NCCSCc2ccccc2Cl)c1	-12%	-17%	-2
-20%	-5%	-0.7	-3%	-21%	CC1(OC(=O)CCc2ccccc2)C(=O)C=C2C=C(c3ccc(C#N)cc3)N(C3CC3)C=C2C1=O (centres undefined)	7%	16%	-9
2%	-17%	1.7	-30%	7%	CCCCCCn1nc(C(=O)OCC(=O)c2c(N)n(C)c(=O)n(C)c2=O)c2ccccc2c1=O	?	-12%[57.1 µM]	3
1%	-1%	-3.0	-8%	-4%	O=C(Nc1nccs1)C1CC(=O)N(Cc2ccco2)C1 (centres undefined)	0%	-3%	-8
-8%	1%	-0.4	10%	-12%	CCc1cccc(NC(=O)c2ccc(Cn3c(=O)[nH]c4ccsc4c3=O)cc2)c1	-2%	-28%[11.6 µM]	-2
13%	2%	0.1	1%	-4%	O=C(CN1C(=O)c2ccccc2S1(=O)=O)c1ccc(O)c(O)c1	10%	-16%	-5
-2%	-1%	-0.6	-3%	-1%	N#Cc1cncc(C#Cc2ccccc2)c1	3%	-1%	0
-2%	-1%	-0.4	9%	-23%	COCC(=O)Nc1nnc(C2CCCCC2)s1	13%	9%	-8
-2%	?	-2.6	2%	-4%	COc1ccc(-c2[nH]ncc2-c2cnc(C)s2)c(O)c1	1%	-6%	.
-8%	-4%	1.4	7%	-20%	Cc1ccc(-n2nc3c(N4CCC(C(=O)NCc5ccccc5C)CC4)nnc(C)c3c2C)cc1	3%	-15%[11.6 µM]	5
4%	-5%	1.9	3%	-10%	CCCN1CCC2(CC1)C(C#N)=C(N)Oc1c2sc2nc(C)cc(C)c12	3%	2%	-9
10%	-6%	-0.3	-1%	-5%	COc1cccc(-c2nnc(SCC3CNC(=O)O3)n2-c2ccc(Cl)cc2)c1 (centres undefined)	7%	?	-9
-7%	.	1.3	-8%	6%	COc1ccccc1CNc1nc2cc(-c3ccc(OC)c(OC)c3)sc2c(=O)n1C	7%	0%[57.1 µM]	3
-4%	-3%	-4.3	-5%	-6%	COc1cccc(C(=O)NC2CCN(CC(=O)Nc3cccc(C)c3C)CC2)c1	14%	1%	2
-4%	0%	0.2	0%	-3%	Cc1cc(C)n(-c2nncn2NC(=O)c2ccc(Cl)cc2O)n1	0%	-6%	-2
2%	5%	-3.1	10%	-2%	O=C(NCc1ccccc1)N1CCC(n2cnc3cc(F)ccc32)CC1	3%	11%	.
4%	.	1.1	7%	-3%	COc1cc2nnn(-c3ccncc3)c2cc1OC	-9%	-10%	-9
4%	?	-0.9	-9%	-14%	CC1CCCCN1CCCNC(=O)Cn1ncc2c([nH]c3ccccc32)c1=O (centres undefined)	6%	5%	0
-10%	1%	-6.9	6%	0%	CCOC(=O)c1cc2cc(OC)ccc2[nH]1	3%	-5%	-11
2%	0%	-3.4	-2%	-4%	CCOC(=O)C(C)Sc1nc2ccccc2c(=O)n1CC (centres undefined)	-9%	-1%	8
8%	0%	0.7	8%	-14%	NS(=O)(=O)c1ccc(NC(=O)CSC2=NC(=O)C(c3ccccc3)C(=O)N2)cc1 (centres undefined)	25%	-3%	-12
-3%	0%	1.7	-18%	0%	CC(C)(C)c1ccc(OCc2ccc(C(=O)NCc3cccnc3)o2)cc1	-27%	-1%	2
-5%	0%	-0.2	8%	0%	COc1ccc(NC(=O)C2CCN(c3ncnc4c3nc3n4CCCCC3)CC2)cc1Cl	3%	-5%	-5
8%	.	-0.5	1%	-12%	O=C(OC1CC2CC1[C@H]1CCCCN1C2=O)N1CCN(S(=O)(=O)c2ccccc2)CC1 (some centres undefined)	2%	5%	0
13%	0%	0.4	13%	2%	CCc1ccc(N2CCN(CCNC(=O)Nc3ccccc3)CC2)cc1	0%	-8%	3
9%	.	-1.4	6%	-6%	O=C(c1cccnc1)N(Cc1ccccc1)C(=O)c1cccnc1	2%	2%	-2

# An excerpt from above in order of the CCT chaperon mod value, high to low:
EPAC1 agonist	Mm-Cpn inhibitor	CCT chaperon mod	EPAC1 antag	PLK1 PBD inh	structure	EPAC2 antagonist	WRN helicase inh	PI5P4Ka inh
-8%	-4%	1.4	7%	-20%	Cc1ccc(-n2nc3c(N4CCC(C(=O)NCc5ccccc5C)CC4)nnc(C)c3c2C)cc1	3%	-15%[11.6 µM]	5
-4%	0%	0.2	0%	-3%	Cc1cc(C)n(-c2nncn2NC(=O)c2ccc(Cl)cc2O)n1	0%	-6%	-2
10%	-6%	-0.3	-1%	-5%	COc1cccc(-c2nnc(SCC3CNC(=O)O3)n2-c2ccc(Cl)cc2)c1 (centres undefined)	7%	?	-9
-2%	-1%	-0.4	9%	-23%	COCC(=O)Nc1nnc(C2CCCCC2)s1	13%	9%	-8
-2%	-1%	-0.6	-3%	-1%	N#Cc1cncc(C#Cc2ccccc2)c1	3%	-1%	0
2%	0%	-3.4	-2%	-4%	CCOC(=O)C(C)Sc1nc2ccccc2c(=O)n1CC (centres undefined)	-9%	-1%	8

# (cont.)
EPAC1 agonist	Mm-Cpn inhibitor	CCT chaperon mod	EPAC1 antag	PLK1 PBD inh	structure	EPAC2 antagonist	WRN helicase inh	PI5P4Ka inh
-2%	0%	-1.6	-8%	3%	CCOc1ccc(NC(=O)/C=C/c2ccc(OC)cc2)c([N+](=O)[O-])c1	7%	0%	18
3%	0%	-2.1	-1%	19µM*	CCCN(Cc1cc2cc(C)ccc2[nH]c1=O)C(=O)c1ccccn1	0%	5%	?
-5%	-21%	-1.5	10%	4%	COc1cc(-c2nc(-c3ccccc3)c(-c3cccs3)[nH]2)cc(OC)c1OC	2%	8%	.
-6%	1%	0.8	2%	7%	Cc1c(-n2c(=O)n(Cc3ccccc3)c(=O)c3[nH]cnc32)cccc1S(C)=O (centres undefined)	4%	13%	4
-15%	-1%	-9.0	-15%	-5%	CC1CN(C(=S)Nc2ccc(SC(F)F)cc2)CC(C)O1 (centres undefined)	-1%	5%	2
-1%	1%	0.8	-19%	-3%	COc1ccc(S(=O)(=O)N2CCOC2CNC(=O)C(=O)NCc2ccccc2Cl)cc1 (centres undefined)	1%	-35%	11
-11%	1%	-0.5	-23%	4%	C=CC[C@@H](CC(=O)N(CCO)Cc1ccccc1)C(=O)N[C@H](C)COC(=O)[C@@H](CC=C)Cc1ccc(F)cc1	-14%	-7%	5
13%	0%	-1.0	2%	3%	COc1cccc(CNC(=O)COC(=O)/C(C#N)=C/c2ccc(N(C)C)cc2)c1	-8%	0%	0
-4%	0%	-11	3%	-22%	O=C(CC1NCCNC1=O)Nc1cc(Cl)cc(Cl)c1 (centres undefined)	7%	1%	3
2%	2%	-1.8	-6%	-4%	COc1ccccc1NC(=O)CN(Cc1ccccc1)S(C)(=O)=O	-5%	2%	2
3%	?	3.4	4%	-5%	Cn1c(/C(C#N)=C(\O)c2ccc(Br)s2)nc2ccccc21	0%	-12%	0
7%	-4%	-1.5	-16%	0%	COc1ccccc1NC(=O)c1ccccc1Nc1ccccc1	-5%	-1%	-6
2%	-10%	0.3	-1%	-17%	N/C(=N\OC(=O)c1ccco1)c1ccc(Br)cc1	13%	2%	2
10%	-2%	-3.0	-6%	-10%	O=C(NCCCn1ccnc1)/C(=C/c1ccco1)NC(=O)c1cccs1	1%	3%[57.1 µM]	-3
-8%	0%	-2.2	-1%	3%	C[C@@H]1COC(=O)[C@@H](CC(=O)OC(C)(C)C)C/C=C\C[C@@H](CC(=O)N[C@H](CO)Cc2ccccc2)C(=O)N1	2%	10%	2
5%	.	1.1	3%	2%	COc1cc(NS(=O)(=O)c2cc(NC(C)=O)ccc2OC)c(OC)cc1NC(=O)c1ccccc1	0%	-8%[11.6 µM]	?
-3%	-1%	-0.7	-11%	-16%	O=C(COC(=O)c1ccc([N+](=O)[O-])o1)NCCc1ccccc1	1%	0%[11.6 µM]	2
6%	-27%	-0.7	0%	-3%	O=C(Nc1sc2c(c1C(=O)O)CCC2)c1ccco1	-1%	-9%	-13
-2%	-3%	0.3	-17%	-4%	O=C1C2CCCN2C(=O)N1CCCN1CCN(c2cccc(Cl)c2)CC1 (centres undefined)	13%	-20%	3
-16%	0%	-2.6	-27%	30µM*	O=C(N[C@@H](Cc1ccccc1)C(=O)CCl)OCc1ccccc1	-2%	?	1
-1%	3%	-0.7	-27%	-6%	CCCn1nnnc1SCC(=O)NC1CCCC1	2%	-14%	-2
